PLC-beta3 inh: PLC-beta3 (human) inhibition, primary screen; Purified PLC-beta3, fluorogenic substrate, fluorescence; AID 720704; inhibition, % at 12.2 µM; Q01970; 370,000 compounds, 0.18% hits; in the data active = inhibition above about 11%;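 note: 0% = median of compound wells on plate and 100% = full blocker control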
ADAM10 inh: inhibitors of human ADAM10. O14672. recombinant ADAM10, EDANS/DABCYL FRET peptide cleavage, 3 h. inhibition, % at 7 µM. 370,000 compounds, 0.62% hits;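 active = inhibition above a per-campaign cutoff equal to the mean of compounds falling between control-based bounds plus 3 SD, cut at about 20% in these data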;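 note: 0% = DMSO wells while the 100% control is not disclosed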
ADAM17 inh: inhibitors of human ADAM17; P78536; recombinant ADAM17, EDANS/DABCYL FRET peptide cleavage; inhibition, % at 6.95 µM; 370,000 compounds, 0.83% hits;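 active = inhibition above the mean of compounds lying between control limits plus 3 SD, set per campaign, cut at about 8.5% in these data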;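 note: 0% = DMSO-only wells as the low control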
GAA850 FXN act: frataxin GAA850 promoter activation; 360,000 compounds, 0.56% hits; HEK293 lucGAA850 FXN promoter luciferase reporter, 24 h; percent of 10 µM SAHA response; activation, % at 6 µM;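 active = activation above the average of all compounds screened plus 3 SD, cutoff fixed separately per campaign, cut at about 7.5% in these data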;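 note: 0% = DMSO wells and 100% = 10 µM SAHA wells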
DAX1 inh-1: DAX1 (NR0B1) inhibition, primary screen; HEK293T StAR-luciferase reporter, SF-1/DAX-1 repression relief; inhibition, % at 6.8 µM; 370,000 compounds, 1.1% hits; AID 652010;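 active = inhibition above the mean over all tested compounds plus 3 SD, cut at about 3.6% in these data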;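 note: 0% = DAX-1 cells with DMSO and 100% = cells lacking DAX-1 with DMSO; higher inhibition means more luminescence from relief of DAX-1 repression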
DAX1 inh-2: NR0B1 (DAX1) inhibition; HEK293 Gal4-DAX1 luciferase reporter, luminescence; inhibition, % at 6.75 µM; 340,000 compounds, 0.99% hits; AID 504766;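 active = inhibition above the mean over all tested compounds plus 3 SD, cut at about 4.2% in these data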;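 note: 0% = DAX1-transfected cells with DMSO and 100% = empty-vector control cells with DMSO; inhibition shows as a rise in luminescence from relieved DAX1 repression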
Target sequence (P51843 207-470 limits assumed): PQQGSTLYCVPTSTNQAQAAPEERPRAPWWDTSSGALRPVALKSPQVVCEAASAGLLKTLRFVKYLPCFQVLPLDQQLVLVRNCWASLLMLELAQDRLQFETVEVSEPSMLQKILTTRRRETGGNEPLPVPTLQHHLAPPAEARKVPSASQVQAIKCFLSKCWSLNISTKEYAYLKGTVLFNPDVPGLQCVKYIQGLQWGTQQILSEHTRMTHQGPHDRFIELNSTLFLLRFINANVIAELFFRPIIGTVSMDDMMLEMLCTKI
hgDAF12 agonist: activates the H. glycines DAF-12 receptor ligand-binding domain; 370,000 compounds, 1.8% hits; HEK293 GAL4-hgDAF12 UAS-luciferase reporter, agonist luminescence; normalized to butyrate control; activation, % at 6.8 µM;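 active = activation above a cutoff set at the mean of all screened compounds plus 3 SD, cut at about 10% in these data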;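 note: 0% = DMSO wells and 100% = sodium butyrate wells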
hcDAF12 agonist: activates DAF-12 receptor from parasite H. contortus | activation, % at 6.8 µM | AID 652067 | 370,000 compounds, 1.4% hits | HEK293 hcDAF-12 lit1-tk-luc reporter, luminescence; 0% DMSO, 100% Δ7-dafachronic acid;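 active = activation above the mean of all tested compounds plus 3 SD, cut at about 5.5% in these data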;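 note: 100% = response to 3 µM Δ7-dafachronic acid high control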
ssDAF12 agonist: S. stercoralis DAF-12 activation, primary screen. HEK293 ssDAF-12/GRIP1 lit1-tk-luc reporter, luminescence; % of 3 µM dafachronic acid response. activation, % at 6.8 µM. 370,000 compounds, 1% hits;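 active = activation above the mean over all tested compounds plus 3 SD, cut at about 0.9% in these data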;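 note: 0% = DMSO-only wells and 100% = 3 µM delta7-dafachronic acid wells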
PLCg1 inh: blocks human PLC-gamma1 enzyme activity; AID 720700; P19174; inhibition, % at 12.2 µM; purified PLC-gamma1, fluorogenic substrate, fluorescence; 370,000 compounds, 0.84% hits; in the data active = inhibition above about 9.5%
HGIII-sPLA2 inh: Inhibits HGIII-sPLA2 liposome hydrolysis, primary screen; QFRET BODIPY PC-A2 liposome hydrolysis, fluorescence; inhibition, % at 12.2 µM; 370,000 compounds, 0.56% hits;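 active = inhibition above mean plus 3 SD of compounds lying within the high and low control bounds, cut at about 19% in these data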;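 note: 0% = median of test compound wells and 100% = no enzyme DMSO wells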
Target sequence (Q9NZ20 whole entry, looked up): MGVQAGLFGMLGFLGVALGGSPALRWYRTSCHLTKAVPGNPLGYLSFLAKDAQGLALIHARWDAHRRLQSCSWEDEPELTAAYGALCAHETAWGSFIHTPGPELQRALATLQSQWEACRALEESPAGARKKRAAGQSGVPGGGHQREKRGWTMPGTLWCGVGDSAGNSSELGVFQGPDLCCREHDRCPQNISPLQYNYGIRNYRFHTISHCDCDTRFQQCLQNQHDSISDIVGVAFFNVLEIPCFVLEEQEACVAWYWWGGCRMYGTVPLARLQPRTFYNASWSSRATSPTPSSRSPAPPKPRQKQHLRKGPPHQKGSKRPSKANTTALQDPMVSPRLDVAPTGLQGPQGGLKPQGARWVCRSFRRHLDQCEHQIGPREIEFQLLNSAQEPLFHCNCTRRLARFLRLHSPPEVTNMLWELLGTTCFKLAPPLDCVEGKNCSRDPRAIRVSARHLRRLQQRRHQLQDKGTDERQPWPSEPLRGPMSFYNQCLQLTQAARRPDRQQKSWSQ
An asterisk follows results filed as active; i = inactive; . = not tested or not shown.

SMILES | PLC-beta3 inh | ADAM10 inh | ADAM17 inh | GAA850 FXN act | DAX1 inh-1 | DAX1 inh-2 | hgDAF12 agonist | hcDAF12 agonist | ssDAF12 agonist | PLCg1 inh | HGIII-sPLA2 inh
CN(CC(=O)Nc1cccc(Cl)c1)S(=O)(=O)c1ccc2c(c1)n(C)c(=O)c(=O)n2C | -7 | -8 | -4 | 0.9 | 0.0 | 1.2 | 0.2 | 0.7 | -0.9 | -1 | -1
CCOc1ccc(N(CC(=O)NCc2ccc(OC)cc2)S(=O)(=O)c2c(C)noc2C)cc1 | 1 | -4 | -4 | -2.5 | 0.4 | 0.3 | 1.9 | -0.2 | -0.9 | 0 | 5
Cc1ccc(OCCNC(=O)CNC(=O)c2ccc(C)cc2)cc1 | -5 | -1 | 0 | -0.4 | -1.6 | -0.5 | 0.3 | 0.2 | -1.0 | -1 | 6
CCn1ccnc1CN(C)C(=O)CCc1nnc(CCC2CCCCC2)o1 | 4 | -8 | 0 | 3.0 | 0.1 | 0.3 | -0.3 | 1.2 | -0.6 | 1 | -5
CN(C)S(=O)(=O)c1cccc(NC(=O)c2ccccc2OCc2ccc(F)cc2)c1 | -2 | 12 | 6 | 1.7 | -0.9 | -2.4 | -1.2 | -4.4 | -2.0 | 2 | -16
CCCN(C)C1CN(Cc2cn(Cc3cccc(C(F)(F)F)c3)nn2)S(=O)(=O)C1 (centres undefined) | -3 | -4 | -6 | . | -0.3 | . | 1.0 | 2.4 | -1.2 | 5 | 12
Nc1ncnc2c1ncn2[C@@H]1O[C@H](C(=O)N[C@@H](CCc2ccccc2)C(=O)O)[C@@H](O)[C@H]1O | 4 | 5 | 3 | . | 1.2 | . | -2.9 | -0.7 | -1.6 | -2 | 4
C=CCN(C(=O)COC(=O)c1cc[n+]([O-])cc1)c1nc(-c2ccccc2)cs1 | 0 | 5 | 0 | 2.8 | 0.5 | -0.1 | 7.9 | 0.6 | -0.6 | 1 | -9
Cc1cc2ncn(CCCCOc3ccccc3)c2cc1C | -2 | 4 | -1 | 1.6 | -1.3 | -0.5 | -1.4 | -1.9 | -1.7 | -1 | -27
COc1cc(C2C(C#N)=C(N)Oc3n[nH]c(-c4cccnc4)c32)ccc1OCC(N)=O (centres undefined) | -25 | 1 | -2 | -1.1 | -0.4 | 2.9 | -0.8 | 0.1 | -0.8 | -8 | 3
COc1cccc(C(=O)Nc2c3c(nn2-c2cccc(C)c2C)CS(=O)C3)c1OC (centres undefined) | 0 | -3 | -3 | -0.1 | -0.3 | 0.0 | 3.2 | -0.8 | -1.4 | 2 | 1
COc1ccc(OCCOc2ccc(S(=O)(=O)N3CCCC3)cc2[N+](=O)[O-])cc1 | -5 | 9 | 1 | 0.4 | -1.4 | 0.4 | -1.8 | -1.5 | -1.3 | -6 | -8
Nc1nn(-c2ccccc2)c2ccc([N+](=O)[O-])cc12 | -2 | -3 | 2 | 4.0 | 0.1 | -0.5 | 1.3 | -0.6 | -0.6 | 1 | 6
CCn1c(C)nc2cc(C(=O)NNC(=S)NC(=O)c3ccccc3)ccc21 | 2 | -2 | 1 | 1.1 | -0.3 | 0.8 | 2.5 | 0.8 | -1.0 | -1 | 19
CC(=O)Nc1ccc(-c2ccnc3c2CC(C(=O)Nc2ccccc2)O3)cc1 (centres undefined) | -8 | 4 | -2 | -7.8 | -3.5 | . | 2.4 | -2.0 | -1.1 | 1 | 11
CSc1nc2nccc(-c3ccc(-c4ccccc4)cc3)n2n1 | -86 | i | -136 | 1.6 | -0.6 | 2.1 | -0.8 | -1.5 | -1.3 | -64 | 0
COc1ccc(-c2nnc3n2-c2ccccc2SC3)cc1OC | 0 | 8 | -4 | -1.5 | -0.3 | -0.8 | 1.1 | -0.6 | -1.1 | 1 | 3
O=C(CCC(=O)c1cccs1)NNC(=O)c1ccccc1Cl | -6 | 6 | 5 | 1.3 | 1.1 | 0.8 | 3.2 | 0.3 | -1.3 | 2 | -7
COc1ccc(/C=C2\SC(=S)N(CCC(=O)NCCCN3CCOCC3)C2=O)cc1 | -10 | 3 | 2 | -0.7 | 0.2 | 0.6 | 2.6 | -0.5 | -0.8 | -1 | 1
CC1=C(C(=O)Nc2ccccc2C(=O)NCCCN2CCN(C)CC2)SCCO1 | -13 | -7 | 7 | 2.2 | 1.2 | 0.8 | -1.2 | 0.7 | -1.2 | 6 | 1
O=C(CCc1n[nH]c(=O)[nH]c1=O)N1CCOCC1 | 11* | -1 | 5 | -1.3 | 1.3 | -0.4 | -0.7 | 0.5 | -0.7 | 6 | 6
CCOc1ccc2c(c1)C(=NNC(=O)c1ccncc1)c1cc(OCC)ccc1-2 | 4 | 6 | -2 | 4.2 | 0.4 | -0.7 | -0.2 | 1.5 | 0.0 | 5 | 8
COc1ccc(C(=O)N2CC3(CC(c4ccc(Cl)cc4)=NO3)C[C@H]2C(=O)NCC(N)=O)cc1 (some centres undefined) | -9 | 5 | 7 | -0.4 | -0.5 | 0.7 | 2.1 | -1.6 | -1.1 | -4 | -12
Cn1c(CCn2ccccc2=O)nc2cc(NC(=O)COc3ccccc3)ccc21 | -8 | -4 | -15 | 1.7 | -0.1 | -0.9 | 3.4 | 0.7 | -1.0 | -1 | 5
CC1CCC(NC(=O)CSc2ccc(S(=O)(=O)N(C)C)cn2)CC1 (centres undefined) | -2 | -1 | 0 | 1.4 | 0.7 | 0.1 | -2.3 | 1.5 | -1.7 | 0 | 1
COc1ccc(C(=O)CC(=O)Nc2ccc([N+](=O)[O-])cc2)cc1 | -3 | 16 | 9.5* | -0.1 | 0.1 | -0.1 | -1.4 | -1.2 | -0.9 | 6 | -12
CC(Oc1ccc(F)cc1)C(=O)Nc1cc(C(F)(F)F)ccc1-n1cncn1 (centres undefined) | 4 | -2 | -3 | -0.3 | -1.9 | 0.6 | 0.5 | -1.9 | -1.4 | -1 | 2
O=c1c2ccccc2nc(COc2ccccc2)n1/N=C/c1cn[nH]c1-c1ccccc1 | 1 | 8 | 2 | -3.7 | -1.0 | -2.2 | 3.3 | -1.0 | -1.3 | 3 | -6
COc1cccc(C2(C)NC(=O)N(CC(=O)Nc3ccc(N4CCOCC4)cc3)C2=O)c1 (centres undefined) | 2 | -1 | -4 | -1.3 | -1.3 | -0.5 | 0.4 | 1.2 | -0.7 | -5 | -3
C=CCN1C(=O)C(Cc2cccc(C)c2)SC1=Nc1ccc(C(=O)O)cc1 (centres undefined) | 1 | 0 | 4 | -1.4 | 0.0 | 0.0 | 1.8 | -1.3 | -0.9 | 6 | -4
COc1ccc(NC(=O)c2ccccc2-c2ccccc2)cc1 | 4 | -1 | -2 | 2.1 | -0.6 | -0.7 | 2.2 | 2.5 | -0.5 | 6 | 6
COC(=O)/C=C1\OC(C2CC2)c2ccccc21 (centres undefined) | -1 | -5 | -3 | . | 0.8 | . | 1.1 | 0.5 | -0.6 | 0 | 1
CC(C)c1ccc(NC(=S)N2CCCC(c3ccc(F)cc3)=N2)cc1 | -5 | 6 | 0 | 0.7 | 0.1 | 3.2 | 0.9 | 1.2 | -0.6 | 0 | 4
O=C(CSCC(=O)N1CCCCC1)Nc1nc(-c2cccs2)cs1 | -12 | -8 | 1 | 2.2 | -0.2 | 1.1 | 6.0 | 9.1* | 0.3 | -10 | -10
COc1ccc(S(=O)(=O)N(C)C)cc1NC(=O)COC(=O)Cn1cnc2ccccc2c1=O | -12 | -7 | -4 | -0.1 | -2.0 | -0.3 | -1.5 | 0.5 | -1.2 | -1 | 16
COc1ccc(Cl)cc1N(CC(=O)Nc1ccccc1SC)S(C)(=O)=O | 5 | 10 | 4 | -1.8 | -0.5 | -0.2 | -4.2 | -2.8 | -1.5 | 4 | -15
CC(C)c1ccc(-c2nc(N3CCCC3)nc3n[nH]c(N)c23)cc1 | 0 | -9 | 2 | 6.1 | 0.0 | 1.0 | -0.5 | -1.6 | -0.9 | 1 | 2
Cc1cccc(NC(=O)c2ccc(C(=O)c3ccccc3)cc2)n1 | -9 | -2 | -2 | 0.6 | 1.8 | -1.4 | 6.4 | 0.4 | -1.1 | -4 | 8
CC(C)N1C(=O)C(=O)N(CC(=O)N(C)c2ccccc2)C1=O | -6 | -17 | 2 | -0.6 | -1.3 | 0.3 | -1.8 | 0.3 | -1.0 | 1 | 15
Cc1cc(Cl)ccc1OCC(=O)OCC(=O)c1c(N)n(C)c(=O)n(C)c1=O | 1 | 2 | -1 | 1.3 | 0.4 | 1.4 | -1.6 | 0.9 | -1.6 | 4 | -8
CCN(c1ccccc1)S(=O)(=O)c1ccc(C(=O)NCCc2ccc(S(N)(=O)=O)cc2)cc1 | -2 | 5 | 3 | -0.9 | -0.8 | 1.1 | -2.7 | -2.2 | -1.0 | 1 | -15
CCCS(=O)(=O)NC(=O)C1(C)CCN(C(=O)C2(c3ccc(Cl)cc3)CCCC2)C1 (centres undefined) | 2 | -1 | 1 | 0.8 | 0.5 | . | -1.6 | -0.9 | -0.4 | 5 | 5
CN=C(Nc1cccnc1)c1ccccc1 | -6 | -11 | 0 | -0.7 | -0.1 | -0.3 | 1.1 | 0.2 | 0.3 | -1 | 0
CC(=O)Nc1ccc(CN2CCCN(C)CC2)cc1 | -3 | 1 | -2 | 1.0 | -0.1 | 0.5 | -0.8 | -0.8 | -0.7 | 1 | 1
CCCC(=O)Nc1nnc(SCC(=O)NC2CC2)s1 | -7 | -10 | 0 | -0.9 | 0.6 | -0.5 | 0.1 | -0.6 | -1.6 | -3 | 13
CSc1nc(C)cc(OCC(=O)N/N=C/c2ccccc2O)n1 | -62 | -86 | -17 | -5.6 | -2.3 | -1.7 | 0.0 | -2.9 | -1.0 | -53 | 0
CCC(C)c1ccc(NC(=S)NN2CCOCC2)cc1 (centres undefined) | 10 | -11 | 1 | 1.9 | 0.0 | 1.0 | -0.9 | 0.9 | -0.6 | 3 | 11
COc1cc2nc3n(c(=O)c2cc1OC)-c1cc2ccccc2cc1C(=O)NC3CC(C)C (centres undefined) | -7 | -2 | 2 | -3.8 | 0.4 | -0.1 | 2.0 | 2.0 | -0.9 | -1 | -1
O=C(NCCc1c[nH]c2ccccc12)OCc1cn(Cc2ccccc2C(F)(F)F)nn1 | -3 | 6 | 0 | . | 0.5 | . | -2.6 | -1.7 | 0.1 | -5 | -78
CCCN(CCC)c1nc(C#N)nc(N(CCC)CCC)n1 | -2 | 3 | -2 | 2.1 | -0.2 | 1.8 | 0.6 | -1.3 | -1.4 | 1 | 0

Entries above that bear a hit mark in ADAM17 inh.
| Molecule | PLC-beta3 inh | ADAM10 inh | ADAM17 inh | DAX1 inh-1 | DAX1 inh-2 | hcDAF12 agonist | ssDAF12 agonist | PLCg1 inh | HGIII-sPLA2 inh |
| --- | --- | --- | --- | --- | --- | --- | --- | --- | --- |
| COc1ccc(C(=O)CC(=O)Nc2ccc([N+](=O)[O-])cc2)cc1 | -3 | 16 | 9.5* | 0.1 | -0.1 | -1.2 | -0.9 | 6 | -12 |

Screens deposited in PubChem BioAssay by The Scripps Research Institute Molecular Screening Center.
